HTT cytoprotect: Huntington cell model cytoprotection by ATP luminescence; PC12 HTT-Q103 induced, cytoprotection, ATP luminescence, 40 h; Potency, µM (doses to about 56.4 µM), without a hit: cytoprotection (ATP increase), hits mostly activators; hit rate 0.14% among 230,000; AID 1471; active = well fitted activation curve with a large enough effect;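 note: % of control where 0% means no effect; nearly all actives have a fitted effect of over 45% in size; toxic huntingtin expression switched on by the ecdysone agonist tebufenozide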
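Readout: ATPlite luminescence (ATP level). Model: stable PC12, inducible Htt exon1 Q103-GFP. Inducer: tebufenozide, 100 nM final. Compounds: dose series. No G418 in medium.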
* hit, by the source's call; [ ] = dose if it differs, or a comment. Potency is the fitted concentration of half-maximal effect. This is a subset; rates above refer to the full screens.

SMILES | HTT cytoprotect
O=c1[nH]c(=O)n([C@H]2C[C@H](O)[C@H](CO)O2)cc1/C=C\Br | -7%[1.9 µM]
NNC(=O)[C@@H](O)[C@H](O)[C@H](O)CO | 8%[10 µM]
c1ccc2c(c1)-c1nc3ccccc3cc1[C@H]2N1CCOCC1 | -1%[10 µM]
C[C@@]12CCC(=O)C=C1CC[C@@H]1[C@@H]2[C@H](O)C[C@]2(C)[C@@H]1CC[C@]2(O)C(=O)COC(=O)CCC(=O)O | -18%[1.9 µM]
OC[C@@H]1O[C@H](O)[C@@H](Cl)[C@H](O)[C@@H]1O | -14%[1.9 µM]
C(=Nc1cnc2ccccc2c1)c1ccc2ccccc2n1 | 1%[10 µM]
O=C(O)CC(CC(=O)O)n1cccc1 | -3%[10 µM]
Cc1cc(N=Cc2c(CO)cnc(C)c2O)c(N=Cc2c(CO)cnc(C)c2O)cc1C.[Zn] | 3%[10 µM]
COCCNC(=O)C1CC(=O)N(c2ccc(F)c(Cl)c2)C1 (stereo not drawn) | -10%
COc1cc(C2SCCCCCCCCCCSC(c3ccc(O)c(OC)c3)SCCCCCCCCCCS2)ccc1O (stereo not drawn) | -5%[10 µM]
Oc1ccc(Cl)cc1C=Nc1cnc2ccccc2c1 | 1%[10 µM]
C[N+](C)(C)[C@@H](C1=CCCC1=O)c1ccccc1 | 15%[10 µM]
CCOc1ccc2nc3cc(N=Nc4ccc(N)nc4N)ccc3c(N)c2c1 | -3%[10 µM]
O=c1cc(CF)[nH]c(=S)[nH]1 | -14%[10 µM]
Cc1oc2nc(SCC(=O)NC3CCCCC3)nc(N)c2c1C | 5%[0.074 µM]
Cn1c(=O)c2[nH]c(/N=N\N3CCN(CCO)CC3)nc2n(C)c1=O | 6%[10 µM]
Cc1ccc(C2/C(=C(\O)c3c(C)nc4ccccn34)C(=O)C(=O)N2CCCN2CCOCC2)o1 (stereo not drawn) | 0%[0.074 µM]
Cc1cccc2c1Oc1ccccc1[C@@H]2NC(=O)c1ccc([N+](=O)[O-])cc1 | -4%[10 µM]
OC[C@@H]1O[C@H](n2cnc3c(/C=C(\O)c4ccccc4)ncnc32)[C@H](O)[C@@H]1O | -67%[inhibitor][10 µM]
COc1cc(C2c3c(oc4c(C)cc(C)cc4c3=O)C(=O)N2Cc2cccnc2)cc(OC)c1OC (stereo not drawn) | -82%[inhibitor][0.074 µM]
NC(N)=NC(N)=Nc1ccc(C(=O)O)cc1 | -16%[10 µM]
Cc1ccc(C(C)(C)c2ccc(C)cc2)cc1 | 29%
Clc1ccc2nc(CSc3nnc(-c4c[nH]c5ccccc45)o3)cn2c1 | -14%[10 µM]
C[C@@H](N)[C@@H](C)Cc1ccccc1 | 7%[10 µM]
CCC(=O)c1ccc2c(c1)N(CCCN1CCN(CCO)CC1)c1ccccc1S2 | -96%[inhibitor]
CC(C)[C@H](N)C(=O)OCC(CO)OCn1cnc2c(=O)[nH]c(N)nc21 (stereo partly drawn) | 0%
Cc1cc(=O)oc2c(CN3CCOCC3)c(O)ccc12 | -11%
CN(N=O)c1ccc(/C=C\c2ccnc3ccccc23)cc1 | -6%[10 µM]
CCOCCn1c(N2CCCN(C)CC2)nc2ccccc21 | 7%
O=C(O)[C@@H](O)Cc1ccccn1 | -1%[10 µM]
C[N+](C)(C)CCN[N@@+]1(C)CCCc2ccccc21 | -11%[10 µM]
NC1=C2NC=N[C@@H]2N(C/C=C\c2ccccc2)C=N1 | -10%[10 µM]
CC(C)(C)OC(=O)N1CCN(c2ccc(NC(=O)c3cc4ccccc4oc3=O)cc2)CC1 | 1%[10 µM]
N#Cc1c(N)nc2c(c1-c1ccncc1)CCCCCC2 | 2%[0.074 µM]
O=C1c2ccccc2C(=O)N1Cc1nc(-c2cccnc2)no1 | -13%
CN(C)CCCN1c2ccc(O)cc2Sc2ccc(Cl)cc21 | 11%[10 µM]
CCCCCC(CC)COC(=O)CC(C(=O)OCC(CC)CCCC)S(=O)(=O)O (stereo not drawn) | -2%
Cc1cccc2cc(CN(Cc3nnnn3C3CCCC3)C3CCCCC3)c(=O)[nH]c12 | 11%[10 µM]
N#CCCSC(=S)[C@H]1CCCC1=N | -14%[10 µM]
Sc1ccc2ccccc2c1CNCc1ccccc1 | 1%[10 µM]
CC1(C)O[C@H]2[C@@H](c3[nH]nc4c(=O)[nH]c(=O)[nH]c34)OC[C@H]2O1 | -10%[10 µM]
O[C@@H](COc1ccc(Cl)cc1Cl)CN1CCCC1 | 18%[10 µM]
O=[N+]([O-])c1ccc(CSCc2ccc(Cl)cc2)cc1 | 4%[10 µM]
Cn1c(=O)c2c(nc(C(=N)SCC(=O)O)n2C)n(C)c1=O | -10%[10 µM]
N[C@@H](Cc1cccnn1)C(=O)O | -3%[10 µM]
Cc1ccc(C2/C(=C(\O)c3c(C)nc4ccccn34)C(=O)C(=O)N2CCCN(C)C)o1 (stereo not drawn) | 7%[0.074 µM]
O=C(O)Cn1c(=O)oc2cc(S(=O)(=O)NC3CCCCC3)ccc21 | -10%
Cn1cc(C2NC(=O)c3c(sc4c3CCCC4)N2)c2ccccc21 (stereo not drawn) | -9%
CNC(=O)CN(C#N)c1nc(N(C)C)nc(N(C)C)n1 | -16%[0.074 µM]
Cc1cc(=O)[nH]c(/N=C(/NC(=O)c2ccccc2)Nc2ccc3c(c2)OCCO3)n1 | -1%[0.074 µM]
CS(=O)(=O)N(Cc1nc2sc3c(c2c(=O)[nH]1)CCCC3)C1CCCCC1 | 4%[10 µM]
CC(C)Oc1ccc(C2C(C(=O)c3ccco3)=C(O)C(=O)N2CCCN(C)C)cc1 (stereo not drawn) | -9%[0.074 µM]
CCn1cc(C(=O)NC2CCCC2)c(=O)c2cc(S(=O)(=O)N3CCOCC3)ccc21 | -7%[0.074 µM]
Cc1cc(C)cc(-n2cc3c(=O)n(C)c(=O)n(C)c3c2)c1 | -12%
Clc1ccc(/C=C\c2nc(Cl)c(-c3ccc(Cl)cc3)c(Cl)n2)cc1 | -2%[10 µM]
CC(C)=CCNc1ncnc2nc[nH]c12 | -5%[10 µM]
CC1CCCCN1CCCOC(=O)c1ccccc1 (stereo not drawn) | 13%
CC1(C)[C@@H]2CC[C@]1(C)[C@@H](OC(=O)/C=C\c1ccccc1)C2 | -18%[10 µM]
Fc1ccc(-c2nnc3sc(-c4ccc5c(c4)OCO5)nn23)cc1 | -16%[0.074 µM]
NC(=O)[C@@H]1CSSCCC(=O)N[C@@H](CCCCN=C(N)N)C(=O)NCC(=O)N[C@@H](CC(=O)O)C(=O)N[C@@H](Cc2c[nH]c3ccccc23)C(=O)N2CCC[C@H]2C(=O)N1 | 7%
Next structures follow.
SMILES | HTT cytoprotect
Nc1nc(SCc2ccccn2)c2ncn(C3CCCC3)c2n1 | -6%[10 µM]
Cn1cc(O)nc1NC(=O)Nc1cccc(Cl)c1 | 5%
c1ccc(CC2CCN(c3nc(N4CCOCC4)nc(N4CCOCC4)n3)CC2)cc1 | -14%
CCCCCCn1c(CN2CCN(C(=O)OCC)CC2)nc2c1c(=O)n(C)c(=O)n2C | -20%[0.074 µM]
C=C(CC(=O)O)C(=O)O (tested in a mixture with another compound) | -13%[10 µM]
CCCCCn1c(CN2CCN(C(=O)OCC)CC2)nc2c1c(=O)n(C)c(=O)n2C | -22%[0.074 µM]
CCN(CC)C(=O)[C@@]1(c2ccccc2)C[C@@H]1CN | 1%
O=C(O)c1[nH]c(=O)[nH]c(=O)c1CN1CCCCC1 | -2%[10 µM]
C[C@H]1C[C@H]2[C@H]3CCC4=CC(=O)C=C[C@@]4(C)[C@]3(F)[C@H](O)C[C@]2(C)[C@@]1(O)C(=O)COP(=O)(O)O | -22%[10 µM]
O=[N+]([O-])c1ccc2c(c1)Cc1cc(N=Cc3ccc4c(c3)OCO4)ccc1-2 | 7%[10 µM]
CN(C)CCCN1CCC2(CCC(C(C)(C)C)CC2)CC1 | 14%[10 µM]
CC[C@@H](Nc1ncnc2nc[nH]c12)C(=O)O | -10%[10 µM]
Cc1cccc(C(=O)NCc2nnc(SCC(=O)N3CCN(c4ccccc4)CC3)n2C)c1 | -13%[0.074 µM]
Cn1c(=O)c2[nH]c(CS(=O)(=O)Cc3nc4c([nH]3)c(=O)n(C)c(=O)n4C)nc2n(C)c1=O | -9%[10 µM]
OCCn1cnc2c(SCc3ccccc3)ncnc21 | 4%[10 µM]
N=c1sc2ccccc2n1CCS (tested in a mixture with another compound) | 6%[10 µM]
Nc1nc2c(c(=O)[nH]1)N[C@H](CCNc1ccc(C(=O)O)cc1)CN2 | -1%[10 µM]
CC(C)(C)C1CCC2(CC1)CCN(CCCN1CCOCC1)CC2 | -4%[10 µM]
COc1ccccc1-c1coc2c(CN3CCN(CCO)CC3)c(O)ccc2c1=O | -17%[0.074 µM]
CN(Cc1ccccc1)S(=O)(=O)c1ccc(S(=O)(=O)N2CCN(CCC#N)CC2)cc1 | -2%
O=C(O)c1ccc(S(=O)(=O)N=Nc2c(O)[nH]c3ccccc23)cc1 | 7%[10 µM]
O=C1CCCC2=C1C(c1cccc(Br)c1)n1nc(-c3ccco3)nc1N2 (stereo not drawn) | -7%
CCC1(C)Cc2c(sc3c2c(=O)n(C)c2nnc(SCC(=O)c4ccccc4)n32)CO1 (stereo not drawn) | -2%[0.074 µM]
NC(=O)c1nnn(Cc2cc(Cl)c(C(=O)c3ccc(Cl)cc3)c(Cl)c2)c1N | 16%[10 µM]
O=C(CCc1nc(-c2ccc(Cl)cc2)no1)OCc1ccc(Br)cc1 | 2%[0.074 µM]
CC(C)Oc1ccc(CSc2nnc3n(C)c(=O)c4c5c(sc4n23)CCCC5)cc1 | -21%[0.074 µM]
CC[C@H]1CC[C@H]2[C@@H]3CC=C4C[C@H](OC(C)=O)[C@@H](N)C[C@@]4(C)[C@H]3CC[C@@]12C | 7%[10 µM]
Cc1ccc(N[C@H](c2ccccc2)c2ccc3cccnc3c2O)cc1 | -6%[10 µM]
O=C(CSc1ccc2nnc(-c3ccc(F)cc3)n2n1)N1CCOCC1 | -5%
O=C(CSc1nc2ccccc2c(=O)n1Cc1ccco1)NCc1ccccc1 | 4%[10 µM]

Rewritten as a markdown table: part of the list above.
| smiles | HTT cytoprotect |
| --- | --- |
| O=c1[nH]c(=O)n([C@H]2C[C@H](O)[C@H](CO)O2)cc1/C=C\Br | -7%[1.9 µM] |
| NNC(=O)[C@@H](O)[C@H](O)[C@H](O)CO | 8%[10 µM] |
| c1ccc2c(c1)-c1nc3ccccc3cc1[C@H]2N1CCOCC1 | -1%[10 µM] |
| C[C@@]12CCC(=O)C=C1CC[C@@H]1[C@@H]2[C@H](O)C[C@]2(C)[C@@H]1CC[C@]2(O)C(=O)COC(=O)CCC(=O)O | -18%[1.9 µM] |
| OC[C@@H]1O[C@H](O)[C@@H](Cl)[C@H](O)[C@@H]1O | -14%[1.9 µM] |
| C(=Nc1cnc2ccccc2c1)c1ccc2ccccc2n1 | 1%[10 µM] |
| O=C(O)CC(CC(=O)O)n1cccc1 | -3%[10 µM] |
| Cc1cc(N=Cc2c(CO)cnc(C)c2O)c(N=Cc2c(CO)cnc(C)c2O)cc1C.[Zn] | 3%[10 µM] |
| COCCNC(=O)C1CC(=O)N(c2ccc(F)c(Cl)c2)C1 (stereo not drawn) | -10% |
| COc1cc(C2SCCCCCCCCCCSC(c3ccc(O)c(OC)c3)SCCCCCCCCCCS2)ccc1O (stereo not drawn) | -5%[10 µM] |
| Oc1ccc(Cl)cc1C=Nc1cnc2ccccc2c1 | 1%[10 µM] |
| C[N+](C)(C)[C@@H](C1=CCCC1=O)c1ccccc1 | 15%[10 µM] |
| CCOc1ccc2nc3cc(N=Nc4ccc(N)nc4N)ccc3c(N)c2c1 | -3%[10 µM] |
| O=c1cc(CF)[nH]c(=S)[nH]1 | -14%[10 µM] |
| Cc1oc2nc(SCC(=O)NC3CCCCC3)nc(N)c2c1C | 5%[0.074 µM] |
| Cn1c(=O)c2[nH]c(/N=N\N3CCN(CCO)CC3)nc2n(C)c1=O | 6%[10 µM] |
| Cc1ccc(C2/C(=C(\O)c3c(C)nc4ccccn34)C(=O)C(=O)N2CCCN2CCOCC2)o1 (stereo not drawn) | 0%[0.074 µM] |
| Cc1cccc2c1Oc1ccccc1[C@@H]2NC(=O)c1ccc([N+](=O)[O-])cc1 | -4%[10 µM] |
| OC[C@@H]1O[C@H](n2cnc3c(/C=C(\O)c4ccccc4)ncnc32)[C@H](O)[C@@H]1O | -67%[inhibitor][10 µM] |
| COc1cc(C2c3c(oc4c(C)cc(C)cc4c3=O)C(=O)N2Cc2cccnc2)cc(OC)c1OC (stereo not drawn) | -82%[inhibitor][0.074 µM] |
| NC(N)=NC(N)=Nc1ccc(C(=O)O)cc1 | -16%[10 µM] |
| Cc1ccc(C(C)(C)c2ccc(C)cc2)cc1 | 29% |
| Clc1ccc2nc(CSc3nnc(-c4c[nH]c5ccccc45)o3)cn2c1 | -14%[10 µM] |

(more compounds)
SMILES | HTT cytoprotect
NC(N)=N[C@H](CCC(=O)O)C(=O)O | 4%[1.9 µM]
O=C1NC2CCCCC2NC1CC(=O)N1CCN(c2ccccc2)CC1 (stereo not drawn) | -6%[0.074 µM]
CSc1nc(SCC(=O)NCc2ccco2)c2c3c(sc2n1)CN(C)CC3 | -50%[inhibitor][0.074 µM]
CC(=O)Nc1nc2ncc(C=O)nc2c(=O)[nH]1 | -6%[10 µM]
Cn1c(=O)c2c(nc(Cc3ccccc3)n2CC(=O)O)n(C)c1=O | 9%[10 µM]
CC(CO)(CO)Nc1ncnc2ccccc12 | -6%[10 µM]
CN(C)C[C@H]1CCC[C@@H](CN(C)C)C1=O | 6%[10 µM]
COc1ccc(C[C@H](O)CN2CCOCC2)cc1 | 2%[10 µM]
OCCN(CCO)c1ncnc2nc[nH]c12 | -5%[10 µM]
CCOC(=O)CNC(=O)C(Cc1ccccc1)NS(=O)(=O)c1ccc2c(c1)CCC(=O)N2 (stereo not drawn) | -6%[0.074 µM]
CCN1CCC[C@@H]1CNC(=O)c1c(O)c(Cl)cc(Cl)c1OC | 9%[1.9 µM]
O=C1c2ccccc2-c2nc3ncnn3c(-c3ccccc3)c21 | 11%[10 µM]
CCCCC[C@H](CC(=O)NO)C(=O)N[C@@H](C(=O)N1CCC[C@H]1CO)C(C)C | -3%[1.9 µM]
O=C(O)CS(=O)c1ccc2c3c(cccc13)C(=O)c1ccccc1-2 (stereo not drawn) | -11%[10 µM]

Source: PubChem BioAssay
